High-throughput results (PubChem BioAssay)
ERa SRC1 pot = enhances coactivator binding to human estrogen receptor alpha; P03372; TR-FRET ERalpha-LBD/SRC-Cy5 coactivator binding, 2 h; 100 = basal binding, no effect; coactivator binding (% of control), % at 25.6 µM; 86,000 tested, 1.3% active; AID 639; in the data active means activity above about 200%;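 further: binding measured in presence of low estradiol as agonist stimulus; 0% = peptide alone without receptor and 100% = receptor with peptide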
Target sequence (P03372 whole entry, looked up, the tested form may be a part): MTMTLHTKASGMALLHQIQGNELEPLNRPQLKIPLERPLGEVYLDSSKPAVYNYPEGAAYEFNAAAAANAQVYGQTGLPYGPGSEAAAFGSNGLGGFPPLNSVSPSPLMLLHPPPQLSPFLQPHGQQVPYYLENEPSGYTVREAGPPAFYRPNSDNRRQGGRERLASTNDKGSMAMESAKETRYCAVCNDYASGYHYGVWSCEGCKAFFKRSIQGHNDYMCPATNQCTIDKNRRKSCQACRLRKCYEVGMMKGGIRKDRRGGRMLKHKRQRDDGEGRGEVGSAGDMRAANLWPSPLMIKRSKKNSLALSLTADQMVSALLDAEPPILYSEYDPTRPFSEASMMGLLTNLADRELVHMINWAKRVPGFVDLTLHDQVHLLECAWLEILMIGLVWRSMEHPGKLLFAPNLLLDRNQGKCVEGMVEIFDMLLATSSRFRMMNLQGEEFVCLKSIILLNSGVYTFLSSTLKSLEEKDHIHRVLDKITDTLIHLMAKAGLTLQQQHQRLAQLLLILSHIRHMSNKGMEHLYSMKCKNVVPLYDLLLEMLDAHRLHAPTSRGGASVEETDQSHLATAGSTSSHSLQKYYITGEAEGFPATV
CD11b adhes enh = enhancers of human CD11b/CD18 binding to fibrinogen | P05107+P11215 | K562 CD11b/CD18 adhesion to fibrinogen, ATPlite luminescence | activation, % at 10 µM | 93,000 tested, 0.07% active | AID 1499;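 active means 10 µM primary screen giving 50% or more activity, confirmed by 40% or more on retest at that dose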; further: strong numbers were not always called active
ERa SRC1 inh = blocks coactivator binding to human estrogen receptor alpha; P03372; TR-FRET ER-alpha LBD / SRC-1 peptide, estradiol-bound; inhibition, % at 25.6 µM; 86,000 tested, 1.7% active; in the data active means inhibition above about 50%;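 further: 0% = receptor plus peptide control and 100% = peptide only without receptor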
H69AR inhibit = blocks growth of human H69AR lung tumor cells | H69AR lung tumor viability, ATP luminescence, 72 h; active compounds read low | viability, % at 10 µM | 85,000 tested, 6% active;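 active means viability at or below 40%; inactive means viability above 40%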;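 further: multidrug resistant small cell line overexpressing MRP-1 efflux transporter; 100% = mean luminescence of untreated control wells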
MT1-MMP txn act = MT1-MMP promoter transcription activation; HT1080 MT1-MMP promoter luciferase reporter, luminescence, overnight; active compounds read high; activation factor at 10 µM; 86,000 tested, 0.16% active;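 active means activation factor of at least 2 for MT1-MMP transcription at 10 µM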
Lung fibro prol = blocks proliferation of human lung fibroblasts. 85,000 tested, 1.1% active. LL 47 human lung fibroblast viability, ATP luminescence; active compounds read low. viability, % at 10 µM;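 active means viability at or below 50% in the single dose screen; inactive means viability above 50%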;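 further: compound exposure lasted 72 h before the ATP readout; 100% = median luminescence of untreated cell-only wells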
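test system = LL 47 human lung fibroblasts | amount = 1,150 fibroblasts seeded per well | medium = 15% FBS in IMEM | times = overnight cell rest, 72 h compound treatment at 37 °C | measured by = CellTiter-Glo luminescence measuring cellular ATP | read-out = viability percentage against median untreated-cell control | benchmarks = cell-only wells, no compound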
Smad3 FoxH1 inh = blocks human Smad3 binding to FoxH1 peptide. P84022. TR-FRET Smad3/Dy647-FoxH1 peptide binding, europium anti-His. inhibition, % at 25 µM. 88,000 tested, 0.29% active. AID 630;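 active means compounds that reduce the energy-transfer binding signal between the protein and its labelled peptide by more than half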;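 further: 0% = Smad3 plus labelled peptide maximal FRET and 100% = peptide-only background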
Target sequence (P84022 whole entry, looked up): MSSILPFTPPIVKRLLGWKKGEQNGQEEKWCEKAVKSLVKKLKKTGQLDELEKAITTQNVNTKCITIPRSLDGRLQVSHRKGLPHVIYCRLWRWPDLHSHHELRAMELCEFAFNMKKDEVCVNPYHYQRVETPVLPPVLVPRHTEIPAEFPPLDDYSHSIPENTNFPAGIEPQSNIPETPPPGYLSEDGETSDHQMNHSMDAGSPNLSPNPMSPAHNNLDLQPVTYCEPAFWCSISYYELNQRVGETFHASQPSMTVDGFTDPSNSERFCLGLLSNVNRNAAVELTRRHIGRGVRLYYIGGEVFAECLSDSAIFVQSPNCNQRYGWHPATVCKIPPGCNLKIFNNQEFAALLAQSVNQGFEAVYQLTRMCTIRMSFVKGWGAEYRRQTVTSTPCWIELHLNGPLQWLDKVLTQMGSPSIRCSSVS
HUVEC prolif 384 = human endothelial cell proliferation inhibition; AID 648; HUVEC proliferation, CellTiter-Glo luminescence, 72 h; active compounds read low; viability, % at 10 µM (by protocol); 86,000 tested, 1.1% active;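 active means viability at or below 30%; inactive means viability above 30%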;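 further: 100% = median luminescence of DMSO-only cell control wells on each plate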
ERb SRC1 inh = ER-beta (human) coactivator binding inhibition; Q92731; TR-FRET ER-beta LBD / SRC1-Cy5 peptide binding; receptor agonist-loaded with 1 µM estradiol; inhibition, % at 25.6 µM; 86,000 tested, 1.3% active; AID 633;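 active means compounds whose percent inhibition of the receptor-coactivator binding signal exceeds about 50% in the single-dose screen, limit read from the data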;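 further: 0% = receptor plus peptide wells without compound and 100% = peptide-only wells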
An asterisk follows results filed as active; x = not tested or not shown; [ ] = dose if it differs, or a comment.

Below each SMILES – ERa SRC1 pot | CD11b adhes enh | ERa SRC1 inh | H69AR inhibit | MT1-MMP txn act | Lung fibro prol | Smad3 FoxH1 inh | HUVEC prolif 384 | ERb SRC1 inh
> Cc1ccc(-c2nnn(CC(=O)N(CC3CCCO3)C(C(=O)NC(C)(C)C)c3ccc(F)cc3)n2)o1 (centres undefined)
 : 154[fluorescence artefact?] | x | -6 | 88 | 1.1 | 89 | 2 | 82 | -8
> O=C(NCc1ccc(N2CCCC2=O)cc1)Nc1cccc2ccccc12
 : 94[fluorescence artefact?] | x | 21 | 81 | 1.1 | 102 | -8 | 87 | 15[fluorescence artefact?]
> Cc1ccc(S(=O)(=O)N2CCN(S(=O)(=O)c3ccccc3)C2c2ccc(N(C)C)cc2)cc1 (centres undefined)
 : 111 | -6 | -6 | 86 | 1.2 | 98 | 15 | 105 | -16
> CCN1C=CC(=C2C(=O)c3ccccc3C2=O)C=C1
 : 101 | x | -10 | 27* | x | 69 | -2 | 61 | -6
> O=C(O)CCC(=O)CCC(=O)c1ccccc1
 : 109 | 8 | 3 | 91 | 1.1 | 104 | 4 | 101 | 0
> C=CCn1c(CCNC(=O)c2cccs2)nnc1SCC(=O)c1ccc(Br)cc1
 : 89 | 1 | -6 | 81 | x | 101 | 3 | 89 | -5
> c1ccc(-c2nc(-c3ccncc3)no2)cc1
 : 106 | 8 | 0 | 90 | 1.1 | 102 | -10 | 99 | -2
> Cc1ccc(NC(=O)CSc2nnc(Cn3cnc4ccccc43)o2)cc1
 : 119 | -4 | -3 | 90 | 1 | 96 | 2 | 97 | -4
> O=S1(=O)C=C(N2CCCCC2)c2ccccc21
 : 118 | -1 | -12 | 94 | 1 | 101 | 0 | 90 | -10
> COc1ccc2[nH]c(=O)c(CN(Cc3cccs3)S(=O)(=O)c3cccc4nsnc34)cc2c1
 : 106 | 0 | -2 | 3.0* | 0.9 | 83 | 4 | 74 | -5
> CC(C)Cn1c(-c2ccccc2)nc2ccccc2c1=O
 : 111[fluorescence artefact?] | x | 4[fluorescence artefact?] | 73 | 0.9 | 102 | 9 | 105 | 1[fluorescence artefact?]
> CCn1c(SCC(=O)NCc2cccs2)nnc1-c1ccncc1
 : 102 | -3 | 10 | 91 | 1.1 | 106 | -2 | 91 | 0
> CCOC(=O)CSc1nc(N2CCOCC2)c2c(c1C#N)CC(C)(C)N(C)C2
 : 140 | 0 | 1 | 72 | 1.1 | 92 | 6 | 121 | 7
> COC(=O)Cn1cccc1C(=O)c1ccccc1
 : 107 | -7 | -3 | 90 | 1.1 | 98 | 5 | 105 | -4
> COc1ccc(NC(=S)Nc2cccc([N+](=O)[O-])c2)cc1
 : 96 | x | -2[fluorescence artefact?] | 100 | 1.2 | 109 | 6 | 94 | 1
> COc1ccc(Cl)cc1NC(=O)c1ccoc1C
 : 90 | 2 | 4 | 93 | 1.2 | 93 | 9 | 90 | 3[fluorescence artefact?]
> Cc1nn(Cc2ccccc2)c(C)c1C(=O)OCC(=O)c1cc(C)n(C2CC2)c1C
 : 112 | 2 | -11 | 80 | 1 | 96 | 16 | 96 | -3
> CC(=O)OCC(=O)[C@@]1(O)CC[C@H]2[C@@H]3CCC4=CC(=O)C=C[C@]4(C)[C@@]3(Cl)[C@@H](Cl)C[C@@]21C
 : 81 | x | 10 | 91 | 1.2 | 92 | 8 | 95 | 6
> Cc1ccc(S(=O)(=O)NCC2CCC(C(=O)NCc3ccc4c(c3)OCO4)CC2)cc1 (centres undefined)
 : 95 | 0 | -8 | 94 | 1.2 | 92 | 6 | 76 | 0
> O=C(NCCCN1CCOCC1)c1ccc(CS(=O)(=O)c2cccc(C(F)(F)F)c2)o1
 : 149 | 0 | -6 | 98 | 1.1 | 94 | 8 | 102 | -4

Fetched one by one from the entries so far (4):
Below each SMILES – ERa SRC1 pot | CD11b adhes enh | ERa SRC1 inh | H69AR inhibit | MT1-MMP txn act | Lung fibro prol | Smad3 FoxH1 inh | HUVEC prolif 384 | ERb SRC1 inh
> COc1ccc(NC(=S)Nc2cccc([N+](=O)[O-])c2)cc1
 : 96 | x | -2[fluorescence artefact?] | 100 | 1.2 | 109 | 6 | 94 | 1
> CCN1C=CC(=C2C(=O)c3ccccc3C2=O)C=C1
 : 101 | x | -10 | 27* | x | 69 | -2 | 61 | -6
> O=C(NCCCN1CCOCC1)c1ccc(CS(=O)(=O)c2cccc(C(F)(F)F)c2)o1
 : 149 | 0 | -6 | 98 | 1.1 | 94 | 8 | 102 | -4
> COC(=O)Cn1cccc1C(=O)c1ccccc1
 : 107 | -7 | -3 | 90 | 1.1 | 98 | 5 | 105 | -4

Following part:
Below each SMILES – ERa SRC1 pot | CD11b adhes enh | ERa SRC1 inh | H69AR inhibit | MT1-MMP txn act | Lung fibro prol | Smad3 FoxH1 inh | HUVEC prolif 384 | ERb SRC1 inh
> Cc1c(C(=O)NCc2ccccc2Cl)oc2c1C(=O)CCC2
 : 78 | 4 | 1[fluorescence artefact?] | 88 | 1.7 | 103 | -14 | 86 | -5
> O=C(CSc1ccc2nnc(-c3ccc(Cl)cc3)n2n1)N1CCCC1
 : 112 | -3 | -3 | 66 | 1.1 | 92 | -2 | 79 | -5
> O=C(CCSCc1ccccc1Cl)N1CCN(c2cccc(Cl)c2)CC1
 : 60 | x | 0 | 88 | 1.2 | 95 | -4 | 70 | -3
> Cn1c(=O)[nH]c(=O)c2c1nc(N1CCOCC1)n2CCSc1nc2ccccc2[nH]1
 : 94 | x | 2 | 85 | 1.1 | 105 | 7 | 97 | -5
> Cc1ccc(N2CCN(C(=O)c3ccccc3Br)CC2)c(C)c1
 : 97 | 2 | -5 | 94 | 1.1 | 100 | -1 | 97 | -15[fluorescence artefact?]
> CCOC(=O)c1oc2nc(CC(C)C)c3c(c2c1N)CCC3
 : 108 | x | -10 | 82 | 1.1 | 101 | 14 | 76 | -16
> CCOc1ccccc1C(=O)Nc1nnc(CC)s1
 : 105 | x | -13[fluorescence artefact?] | 77 | 1.4 | 96 | -7 | 86 | 0
> COc1ccc(C2OC34CCCCC3C(C#N)(C#N)C2(C#N)C(=N)O4)cc1 (centres undefined)
 : 111 | -5 | -1 | 34* | 1 | 90 | 6 | 96 | -5
> O=C(CN1CCOCC1)Nc1ccc(S(=O)(=O)NC2CCCCC2)cc1
 : 126 | -3 | -8 | x | 1.2 | 98 | -2 | 108 | 5
> Cn1c(=O)c2c(nc(NCc3ccco3)n2Cc2ccc(Cl)cc2Cl)n(C)c1=O
 : 95 | -2 | 26 | 94 | 1.1 | 94 | 11 | 91 | 33
> CS(=O)(=O)Nc1cccc(C(=O)CC2(O)C(=O)Nc3ccc(Br)cc32)c1 (centres undefined)
 : 104 | 0 | -15 | 46 | 1.1 | 100 | -5 | 70 | -10[fluorescence artefact?]
> Nc1cc(N)c(OCC(F)(F)F)cc1OCC(F)(F)F
 : 120[fluorescence artefact?] | 3 | -9[fluorescence artefact?] | 81 | 1 | 93 | 31 | 58 | -9[fluorescence artefact?]
> CCC(=O)c1ccc(OC(=O)c2cccs2)cc1
 : 101 | x | -9 | 97 | 1.1 | 99 | -1 | 96 | -4
> Cc1cc2ccccc2c(=O)n1CC(=O)NCC1COc2ccccc2O1 (centres undefined)
 : 120 | 0 | -5 | 92 | 1.3 | 89 | 2 | 91 | -10
> Cc1occc1-c1nnc(SCC(=O)Nc2ccccc2N2CCCCC2)n1C
 : 107 | -2 | -7 | 63 | 1.3 | 88 | 5 | 89 | -8
> Cc1occc1C(=O)Nc1c(F)c(F)c(F)c(F)c1F
 : 77 | -4 | 1[fluorescence artefact?] | 83 | 1.3 | 93 | -1 | 93 | 1
> Cc1cc(O)cc(O)c1C(=O)Cc1cnn(-c2ccccc2)c1
 : 95 | -4 | -3 | 80 | 1.2 | 99 | -1 | 107 | -8
> Cc1ccccc1-n1c(C)cc(/C=C2\NC(=O)NC2=O)c1C
 : 79[fluorescence artefact?] | x | -20 | 86 | 1.4 | 77 | 11 | 96 | -16
> O=C(Nc1nnc(/N=C/c2ccco2)s1)c1ccc(F)cc1
 : 96 | x | 2 | 95 | 1.1 | 101 | -7 | 82 | 23
> CCC(=O)Nc1cc(=O)[nH]c2ncnn12
 : 106 | -2 | -10 | 95 | 1.2 | 103 | 5 | 99 | -2

An excerpt from above, limited to MT1-MMP txn act and H69AR inhibit:
compound | MT1-MMP txn act | H69AR inhibit
Cc1c(C(=O)NCc2ccccc2Cl)oc2c1C(=O)CCC2 | 1.7 | 88
Cc1ccccc1-n1c(C)cc(/C=C2\NC(=O)NC2=O)c1C | 1.4 | 86
Cc1occc1-c1nnc(SCC(=O)Nc2ccccc2N2CCCCC2)n1C | 1.3 | 63

Next part:
Below each SMILES – ERa SRC1 pot | CD11b adhes enh | ERa SRC1 inh | H69AR inhibit | MT1-MMP txn act | Lung fibro prol | Smad3 FoxH1 inh | HUVEC prolif 384 | ERb SRC1 inh
> CCOC(=O)c1cc2c3ccccc3n(CC)c2nc1N
 : 109 | -2 | 0 | 104 | 1.1 | 105 | -2 | 110 | 0[fluorescence artefact?]
> Cc1nc2cc3nc(C)sc3cc2s1
 : 77 | 2 | -35 | 94 | 1.4 | 100 | 3 | 96 | -12
> CCOc1ccc2nc(NS(=O)(=O)c3ccc4c(c3)n(C)c(=O)n4C)sc2c1
 : 110[fluorescence artefact?] | -5 | -8 | 84 | 1.1 | 96 | -8 | 90 | -6[fluorescence artefact?]
> COC(CNC(=O)c1ccc2c(c1)nc(C)n2-c1ccc(F)c(F)c1)OC
 : 108 | x | -5 | 90 | 1.1 | 110 | -13 | 95 | -10
> N#Cc1nc(COc2ccc(Cl)cc2Cl)oc1N1CCN(c2ccccc2)CC1
 : 114 | 5 | 4[fluorescence artefact?] | 98 | 1.2 | 105 | -4 | 109 | -3[fluorescence artefact?]
> Cc1cc(C)c2c(CC(=O)O)coc2c1
 : 105 | -2 | -3 | 92 | 1.1 | 102 | -15 | 102 | 17[fluorescence artefact?]
> CN(C)/C=C1/Nc2ccccc2C1=O
 : 106[fluorescence artefact?] | 0 | 0 | 74 | 1.3 | 95 | 2 | 92 | 3
> O=C(NCc1ccco1)C1CC(=O)N(CCc2ccccc2)C1 (centres undefined)
 : 88 | 5 | 17 | 95 | 1.1 | 105 | 0 | 100 | 24
> CSc1ccc(C(C(C(=O)c2cccs2)N2CCOCC2)N2CCOCC2)cc1 (centres undefined)
 : 88 | -3 | -4[fluorescence artefact?] | 81 | 1.4 | 97 | -12 | 115 | -6

Sorted by count of non-hydrogen atoms (ascending): some entries from above
Below each SMILES – ERa SRC1 pot | CD11b adhes enh | ERa SRC1 inh | H69AR inhibit | MT1-MMP txn act | Lung fibro prol | Smad3 FoxH1 inh | HUVEC prolif 384 | ERb SRC1 inh
> O=C(O)CCC(=O)CCC(=O)c1ccccc1
 : 109 | 8 | 3 | 91 | 1.1 | 104 | 4 | 101 | 0
> Cc1occc1C(=O)Nc1c(F)c(F)c(F)c(F)c1F
 : 77 | -4 | 1[fluorescence artefact?] | 83 | 1.3 | 93 | -1 | 93 | 1
> Cc1nn(Cc2ccccc2)c(C)c1C(=O)OCC(=O)c1cc(C)n(C2CC2)c1C
 : 112 | 2 | -11 | 80 | 1 | 96 | 16 | 96 | -3

The list is partial (hit frequency here may not be typical).
